EWS-Fli block – EWS/Fli-driven NR0B1 reporter inhibitors, primary screen, A673 cells, NR0B1 luciferase, luminescence, MLPCN library. AID 651661, 2012. 350,000 compounds, 0.67% hits. viability-normalised. inhibition, % at 12.6 µM;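 active means mean inhibition of at least 50% after viability correction, with every replicate also passing that limit; inconclusive means mean reaches 50% but only one of two replicates passes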;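 further: firefly luciferase signal divided by Alamar Blue viability fluorescence both relative to DMSO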
CFTR F508del cor – F508del CFTR correction, initial screen, CFBE line, single point. CFBE cells, YFP halide quenching; stimulated with forskolin plus potentiator P3; % fluorescence drop versus neutral controls. activity (quench increase), % at 7.58 µM. 350,000 compounds, 0.36% hits;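 active means mean added fluorescence quench of at least 8% versus neutral control, with both replicates also reaching 8%; inconclusive means only one of the mean or replicate conditions met; inactive means mean below 8% and not both replicates reaching 8%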;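 further: cells transiently co-express mutant CFTR-F508del with the halide-sensitive YFP; corrector assay measuring rescue of mutant channel to the surface after 24 h compound exposure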
FN deposition inh – inhibitors of fibronectin matrix deposition, primary screen, AH1F cells, Alexa488-fibronectin fluorescence, plate reader; AH1F fibroblasts, overnight; inhibition, % at 12.6 µM; 350,000 compounds, 0.086% hits; AID 743247, 2014;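 active means mean inhibition across replicates of 30% or more, regardless of how many single replicates reach that level; inconclusive means mean under 30% yet at least half of replicates reach 30%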;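 further: positive control wells lacked labelled fibronectin entirely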
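Assay system: AH1F fibroblasts / Quantity: 10000 cells per well / Medium: DMEM plus 2% serum, read in PBS / Reagent: labelled fibronectin 24 nM / Dosing: single dose, pinned / Times: 1 h cell attachment, overnight exposure to compound and label / Signal: fluorescence, ex 485 nm, em 525 nm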
INS-1E GSIS act – GLuc luminescence reporter in INS-1E cells, primary screen for activators of glucose-dependent secretion of insulin; 370,000 compounds, 0.61% hits; activation, % at 16.6 µM; INS-1E GLuc reporter insulin secretion, 2-3 h;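 active means lowest replicate activation of at least 40%, so every replicate reaches that level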;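 further: 0% = median of neutral control wells and 100% = median of IBMX positive control wells; some compounds called inactive have numbers as strong as hits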
PAX8 inh HTS – inhibitors of PAX8-driven TPO luciferase reporter, primary screen, RMG-I cells, single concentration. SteadyGlo, 24 h. inhibition, % at 12.6 µM. 360,000 compounds, 1.2% hits. AID 652154, 2013;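 active means mean replicate inhibition at least 60% with every replicate also reaching 60%; inconclusive means only one of the two criteria is met; inactive means mean below 60% and not all replicates reaching 60%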;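 further: luciferase light reporting Pax8 driven TPO promoter activity; plate controls were median of neutral control wells for no effect and mitoxantrone controls for full effect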
DENV2 CPE – inhibitors of DENV2 cytopathic effect, primary screen, cell-based, plate reader, single concentration | DENV2-infected cells, cytopathic effect rescue | CPE inhibition, % at 9.99 µM | AID 651640, 2012 | 350,000 compounds, 1.7% hits; in the data active means CPE inhibition above about 20%, passing the limit was not always enough; inconclusive means no clear call, values can overlap the other calls; tested in BHK-21 cells;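 further: 0% = median of neutral control wells and 100% = median of positive control wells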
miR-122 sensor – miR-122 Renilla sensor signal increase in Huh7, primary screen, miR-122 inhibitor project, cell-based, single point, plate reader. Huh7 miR-122 Renilla luciferase sensor, 48 h; neutral wells = 0, positive control = 100. activation (reporter increase), % at 12.5 µM. 340,000 compounds, 0.3% hits. AID 602342, 2012;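 active means mean replicate activation score at least 90 and every replicate individually at or above 90; inconclusive means only one of the two criteria met; inactive means neither criterion met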;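 further: higher luciferase means less miR-122 activity so hits act as miR-122 inhibitors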
* hit, by the source's call; [ ] = remark or other dose. Rows are unselected, and some 3.9% of all compounds hit somewhere here.

Screening CCC(=O)Nc1ccc2c(c1)OC[C@H](C)N(CC1CCCCC1)C[C@@H](C)[C@@H](OC)CN(C)C2=O returned EWS-Fli block 4, CFTR F508del cor -0.3, FN deposition inh -1, INS-1E GSIS act -3, PAX8 inh HTS -5 and miR-122 sensor 16[16.7 µM].
`COc1cccc(S(=O)(=O)N[C@H]2CC[C@@H](CC(=O)NCc3ccccc3)O[C@@H]2CO)c1` gave EWS-Fli block -5, CFTR F508del cor 0.2, INS-1E GSIS act 7, PAX8 inh HTS 3 and DENV2 CPE 9.
For Cc1csc(N(C)C(=O)CSc2nnc(COc3ccccc3C)o2)n1 the results were EWS-Fli block -7, CFTR F508del cor -1.0, INS-1E GSIS act 3, DENV2 CPE 1 and miR-122 sensor 0.
Screening CCc1ccc(OCC2Cn3c(nc4c3c(=O)[nH]c(=O)n4C)O2)cc1 (stereo not drawn) returned EWS-Fli block -11, CFTR F508del cor 2.1, FN deposition inh -1, INS-1E GSIS act 8, PAX8 inh HTS 21, DENV2 CPE 1 and miR-122 sensor -2.
CN1CCC(=NNC(=O)C(=O)Nc2cccc(Br)c2)CC1 was read as EWS-Fli block 6, CFTR F508del cor 0.2, FN deposition inh -12, INS-1E GSIS act -3, PAX8 inh HTS -19 and DENV2 CPE 1.
`OC(c1ccc(F)cc1)c1nc(-c2cccc(C(F)(F)F)c2)cs1` (stereo not drawn) gave EWS-Fli block -24, CFTR F508del cor 0.6, FN deposition inh 14, INS-1E GSIS act 8, PAX8 inh HTS -50, DENV2 CPE -5 and miR-122 sensor 2.
For COC(=O)CCn1nc(-c2ccc(C)cc2)c2ccccc2c1=O the results were EWS-Fli block -2, CFTR F508del cor 0.8, INS-1E GSIS act 33, PAX8 inh HTS 22 and DENV2 CPE -1.
For COc1ccc(N2CCN(C(=O)COCc3cc(-c4ccc5c(c4)OCO5)on3)CC2)cc1 the results were CFTR F508del cor -1.4, FN deposition inh 13, INS-1E GSIS act 5, PAX8 inh HTS -6, DENV2 CPE 3 and miR-122 sensor 4.
`COC(C#CCCN(C)C)(c1ccccc1)c1ccccc1` gave FN deposition inh -3, INS-1E GSIS act -8 and PAX8 inh HTS 8.
`CC(C(=O)N1CCc2ccccc21)N1CCN(S(=O)(=O)c2ccc(C(F)(F)F)cc2)CC1` (stereo not drawn) gave EWS-Fli block 6, CFTR F508del cor 2.3, FN deposition inh -8, INS-1E GSIS act -10, PAX8 inh HTS 9, DENV2 CPE -6 and miR-122 sensor -2.
`COc1ccccc1N1C(=S)NC2CS(=O)(=O)CC21` (stereo not drawn) gave EWS-Fli block -7, CFTR F508del cor -1.2, FN deposition inh 4, PAX8 inh HTS 6 and DENV2 CPE 2.
`CC(C)NC(=O)N(C)C[C@@H]1Oc2ccc(NC(=O)CCN3CCOCC3)cc2C(=O)N([C@H](C)CO)C[C@@H]1C` gave EWS-Fli block 5, CFTR F508del cor -1.0, INS-1E GSIS act -11, PAX8 inh HTS -1, DENV2 CPE -1 and miR-122 sensor 1[16.7 µM].
For C[C@H]1CCCCO[C@H](CN(C)C(=O)Nc2ccc(C(F)(F)F)cc2)[C@@H](C)CN([C@@H](C)CO)C(=O)c2cc(NS(=O)(=O)c3ccc(F)cc3)ccc2O1 the results were EWS-Fli block 4, CFTR F508del cor -0.2, FN deposition inh -17, INS-1E GSIS act -12, PAX8 inh HTS 84*, DENV2 CPE 18 and miR-122 sensor 0[16.7 µM].
For CC(C(=O)N1CCN(C(=O)c2ccco2)CC1)N1C(=O)NC2(CCCCC2C)C1=O (stereo not drawn) the results were EWS-Fli block 0, CFTR F508del cor -1.1, FN deposition inh -7, INS-1E GSIS act 5, PAX8 inh HTS 0, DENV2 CPE -5 and miR-122 sensor -2.
CO[C@@H]1CN(C)C(=O)c2cc(NS(=O)(=O)c3ccc(C)cc3)ccc2OC[C@@H](C)N(C(=O)NC(C)C)C[C@@H]1C was read as EWS-Fli block 10, CFTR F508del cor -0.9, FN deposition inh 8, INS-1E GSIS act -13 and DENV2 CPE 9.
Cc1oc(C)c(S(=O)(=O)NCc2cccs2)c1C(=O)O was read as EWS-Fli block 9, CFTR F508del cor -0.3, FN deposition inh 0, INS-1E GSIS act 7, PAX8 inh HTS 12 and DENV2 CPE 8.
`COc1ccc(N(CC(=O)Nc2ccc3c(c2)OCO3)S(=O)(=O)c2c(C)nn(C)c2C)cc1` gave EWS-Fli block -8, CFTR F508del cor 0.8, FN deposition inh 5, INS-1E GSIS act 1, PAX8 inh HTS -5 and DENV2 CPE -4.
`CCCNC(=O)N1CC(=O)N2[C@H](CO)[C@@H](c3ccc(C#Cc4cccc(F)c4)cc3)[C@H]2C1` gave EWS-Fli block -9, CFTR F508del cor -0.4, INS-1E GSIS act -12, PAX8 inh HTS -17 and DENV2 CPE -1.
CCc1ccc(Oc2nc([N+](=O)[O-])nn2C)cc1 was read as EWS-Fli block -6, CFTR F508del cor 0.9, FN deposition inh -4, INS-1E GSIS act 1, PAX8 inh HTS -7 and DENV2 CPE -4.
For O=C(Nc1ccc(-c2cn3ccccc3n2)cc1)c1cccs1 the results were EWS-Fli block -79, CFTR F508del cor 1.4, FN deposition inh 4, INS-1E GSIS act 5, PAX8 inh HTS -24, DENV2 CPE 1 and miR-122 sensor 7.
Screening COC(=O)N1C(=O)[C@](c2ccccc2)(C2CCCCC2)N1C(=O)OC returned EWS-Fli block 12, CFTR F508del cor -1.2, FN deposition inh 11, PAX8 inh HTS 10, DENV2 CPE -2 and miR-122 sensor -5.
Screening C[C@H](O)C#Cc1cnc2c(c1)C(=O)N([C@@H](C)CO)C[C@H](C)[C@@H](CN(C)Cc1ccc(-c3ccccc3)cc1)O2 returned EWS-Fli block 20, CFTR F508del cor -2.3, FN deposition inh 10, INS-1E GSIS act 17, PAX8 inh HTS 36, DENV2 CPE 2 and miR-122 sensor -4[16.7 µM].
Screening CCCC#Cc1cnc2c(c1)C(=O)N([C@@H](C)CO)C[C@H](C)[C@H](CN(C)C(=O)Nc1ccc(OC)cc1)O2 returned EWS-Fli block -7, CFTR F508del cor -2.9, FN deposition inh 2, INS-1E GSIS act -7, DENV2 CPE 2 and miR-122 sensor 8[16.7 µM].
`COc1ccc(CNC(=O)C2CCCC2)cc1` gave EWS-Fli block -8, FN deposition inh 2, INS-1E GSIS act -5, PAX8 inh HTS 16, DENV2 CPE -3 and miR-122 sensor 1.
For Nc1c([N+](=O)[O-])c(=O)oc2ccccc12 the results were EWS-Fli block 1, CFTR F508del cor 1.7, FN deposition inh 6, INS-1E GSIS act 1, PAX8 inh HTS -7 and DENV2 CPE 7.
For CC(NC(=O)c1cc(=O)[nH]c2ccc(Br)cc12)c1ccccc1 (stereo not drawn) the results were EWS-Fli block -1, CFTR F508del cor 3.5, FN deposition inh -5, INS-1E GSIS act 6, PAX8 inh HTS 25 and DENV2 CPE -7.
`CNC[C@H]1OCCCC[C@@H](C)Oc2ccc(NC(=O)CCCN(C)C)cc2C(=O)N([C@H](C)CO)C[C@@H]1C` gave EWS-Fli block -7, CFTR F508del cor -1.8, INS-1E GSIS act 23, PAX8 inh HTS -10, DENV2 CPE 3 and miR-122 sensor 4[16.7 µM].
Screening Cc1ccc(-c2noc(CSc3nnc(-c4ccncc4)n3-c3ccc(C)cc3)n2)cc1 returned FN deposition inh 5, INS-1E GSIS act -25 and miR-122 sensor 5.
Screening COc1ccc(C(CNC(=O)Cc2ccc(-c3ccccc3)cc2)N(C)C)cc1 (stereo not drawn) returned EWS-Fli block 18, CFTR F508del cor 2.6, FN deposition inh -16, INS-1E GSIS act -41, PAX8 inh HTS -12, DENV2 CPE 2 and miR-122 sensor 7.
Screening COCCn1c(=NC(=O)/C=C/c2ccccc2Cl)sc2cc(NC(C)=O)ccc21 returned FN deposition inh -2, INS-1E GSIS act 20 and PAX8 inh HTS 0.
CCCNC(=O)c1onc(CSc2ccc(Cl)cc2)c1C(=O)NCCOC was read as EWS-Fli block -2, CFTR F508del cor -0.3, FN deposition inh 4, INS-1E GSIS act -28, PAX8 inh HTS 6 and miR-122 sensor -3.
Screening NS(=O)(=O)c1ccc(CCNC(=O)NC2(C(F)(F)F)Oc3ccccc3O2)cc1 returned FN deposition inh -1, PAX8 inh HTS 17 and miR-122 sensor -2.
Screening C[C@@H]1CN([C@@H](C)CO)C(=O)Cc2cc(NC(=O)Nc3cccc4ccccc34)ccc2O[C@H]1CN(C)Cc1ccc(Oc2ccccc2)cc1 returned EWS-Fli block 18, CFTR F508del cor 1.1, INS-1E GSIS act -27, PAX8 inh HTS 48, DENV2 CPE -4 and miR-122 sensor -1[16.7 µM].
Screening OC(c1ccccn1)(c1ccccn1)c1ccccn1 returned FN deposition inh 2, INS-1E GSIS act 11 and PAX8 inh HTS -4.
Screening Cc1ccc(NC(=O)CCC(=O)O)cc1F returned EWS-Fli block -7, CFTR F508del cor 0.9, INS-1E GSIS act -2, DENV2 CPE -10 and miR-122 sensor -8.
CCCCn1c(N)c(N(CC(C)C)C(=O)CC2CCCC2)c(=O)[nH]c1=O was read as EWS-Fli block 2, CFTR F508del cor -3.1, FN deposition inh -6, INS-1E GSIS act 4, PAX8 inh HTS -2 and DENV2 CPE inconclusive.
Screening COC(=O)c1ccccc1NC(=O)CN(c1ccc(C)cc1)S(C)(=O)=O returned EWS-Fli block 10, CFTR F508del cor -2.0, FN deposition inh -5, INS-1E GSIS act -5, PAX8 inh HTS 15, DENV2 CPE 3 and miR-122 sensor -2.
`O=C(NCCC(=O)N1O[C@@H]2C=C[C@H]1C2)OCC1c2ccccc2-c2ccccc21` gave EWS-Fli block -5, CFTR F508del cor -2.1, FN deposition inh -8, PAX8 inh HTS 0, DENV2 CPE -9 and miR-122 sensor -11.
For CC(=O)NC[C@H]1[C@@H](c2ccc(C3=CCCCC3)cc2)[C@@H](CO)N1C(=O)C1CCC1 the results were CFTR F508del cor -1.0, FN deposition inh -14, INS-1E GSIS act -23 and DENV2 CPE 16.
`CNC(=S)N(CCc1c(C)[nH]c2ccc(F)cc12)Cc1cccnc1` gave EWS-Fli block -9, CFTR F508del cor 5.1, FN deposition inh 2, INS-1E GSIS act 13, PAX8 inh HTS -6, DENV2 CPE 0 and miR-122 sensor 2.

Reprinted at random: two records from the list, in no set order.
`COc1cccc(S(=O)(=O)N[C@H]2CC[C@@H](CC(=O)NCc3ccccc3)O[C@@H]2CO)c1` gave EWS-Fli block -5, CFTR F508del cor 0.2, INS-1E GSIS act 7, PAX8 inh HTS 3 and DENV2 CPE 9.
`COc1ccc(CNC(=O)C2CCCC2)cc1` gave EWS-Fli block -8, FN deposition inh 2, INS-1E GSIS act -5, PAX8 inh HTS 16, DENV2 CPE -3 and miR-122 sensor 1.

Continued:
For C[C@@H]1CN([C@H](C)CO)C(=O)c2ccccc2-c2ccccc2CO[C@H]1CN(C)S(=O)(=O)c1cn(C)cn1 the results were EWS-Fli block -1, CFTR F508del cor 0.3, FN deposition inh 4, INS-1E GSIS act 2, PAX8 inh HTS 8 and DENV2 CPE -1.
COc1ccc(NS(=O)(=O)c2ccc(NC(=O)c3ccc(Br)cc3)cc2)nn1 was read as EWS-Fli block 9, CFTR F508del cor -1.7, FN deposition inh 16, INS-1E GSIS act -8, PAX8 inh HTS 14 and DENV2 CPE 0.
For CCOC(=O)/C(=C/c1ccco1)NC(=O)c1ccc(Br)o1 the results were EWS-Fli block 12, CFTR F508del cor 2.1, FN deposition inh 11, INS-1E GSIS act -6, PAX8 inh HTS 33 and DENV2 CPE -6.
`O=C(NCCc1ccccn1)c1ccc(OC2CCN(CCc3ccccc3)CC2)cc1` gave CFTR F508del cor -2.1, FN deposition inh 7, INS-1E GSIS act 4, PAX8 inh HTS -111 and DENV2 CPE 3.

From PubChem BioAssay
